High-throughput results: PubChem BioAssay, Broad Institute
GSIS activator: primary screen for activators of insulin secretion dependent on glucose, INS-1E cells, GLuc reporter luminescence | INS-1E GLuc reporter insulin secretion, 2-3 h | activation, % at 16.6 µM | 370,000 tested, 0.61% active | AID 743287;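 active means lowest replicate activation of at least 40%, so every replicate reaches that level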;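 further: 0% = median of neutral control wells and 100% = median of IBMX positive control wells; some compounds called inactive have numbers as strong as hits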
PGC1a acetyl inh: modulators of PGC1a acetylation. inhibition, % at 15.6 µM. U2OS PGC1a acetylation, AlphaScreen anti-acetyl-lysine; with virally co-expressed GCN5 acetyltransferase. 350,000 tested, 0.17% active;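 active means every replicate shows inhibition of at least 40%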;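 further: 0% = neutral control wells and 100% = positive control wells; some results beyond the cut were filed as inactive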
Cneo AK release: Cryptococcus neoformans lysis via adenylate kinase release; 360,000 tested, 0.2% active; C. neoformans lysis, adenylate kinase release luminescence, 4 h; normalised: neutral wells 0, clomiphene wells 100; lysis activity, % at 15 µM;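 active means mean lysis activity across replicates of at least 80%, whatever share of replicates individually reach that level; inactive means mean lysis activity below 80%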
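read-out = cell lysis signal | test system = log-phase Cryptococcus neoformans yeast cells | input = cells at 5 × 10^6 per mL | medium = fresh YPD growth medium | signal = luminescent adenylate kinase detection reagent | timing = 4 h at 37 °C static, read 1 h later | dosing = single dose | controls = Clomiphene as positive lysis control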
miR-122 sensor: inhibitors of miR-122 in Huh7 cells | Huh7 miR-122 Renilla luciferase sensor, 48 h; neutral wells = 0, positive control = 100 | activation (reporter increase), % at 12.5 µM | 340,000 tested, 0.3% active | AID 602342;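 active means mean replicate activation score at least 90 and every replicate individually at or above 90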;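 further: higher luciferase means less miR-122 activity so hits act as miR-122 inhibitors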
Statin myotox sup: suppressors of simvastatin-induced myotoxicity in C2C12 myotubes; ATP luminescence, 48 h; scaled: DMSO 0, geranylgeraniol control 100; rescue of ATP level, % at 7.49 µM; 330,000 tested, 0.78% active; AID 602340;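 active means mean ATP rescue above about 67%, or every replicate alone reaching that limit, limit read from the data, passing the limit was not always enough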;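 further: myotubes were challenged with 10 µM simvastatin during compound exposure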
FN deposit inh: fibronectin deposition inhibition | AH1F fibroblasts, Alexa488-fibronectin deposition fluorescence, overnight | inhibition, % at 12.6 µM | 350,000 tested, 0.086% active | AID 743247;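 active means mean inhibition across replicates of 30% or more, regardless of how many single replicates reach that level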;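 further: positive control wells lacked labelled fibronectin entirely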
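Material: AH1F fibroblast monolayer depositing Alexa488-labelled fibronectin into matrix / Amount: 10000 AH1F cells per well / Signal: fluorescence 485/525 nm / Medium: DMEM, 2% serum / Compound: single dose, pinned / Incubation: 1 h cell adhesion before compound, then overnight fibronectin incubation / Reagent: Alexa488-FN, 24 nM final / Read-out: inhibition of fibronectin deposition signal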
PglD DTNB: PglD (C. jejuni) enzyme inhibition | purified PglD enzyme, DTNB colorimetric CoA detection | 360,000 tested, 0.098% active | inhibition, % at 12.5 µM | AID 602405; in the data active means inhibition above about 16%, passing the limit was not always enough; further: strong numbers were not always called active
F508del corr: correctors of CFTR F508del function in bronchial epithelial cells | CFBE cells, YFP halide quenching; stimulated with forskolin plus potentiator P3; % fluorescence drop versus neutral controls | activity (quench increase), % at 7.58 µM | 350,000 tested, 0.36% active;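 active means mean added fluorescence quench of at least 8% versus neutral control, with both replicates also reaching 8%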;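 further: cells transiently co-express mutant CFTR-F508del with the halide-sensitive YFP; corrector assay measuring rescue of mutant channel to the surface after 24 h compound exposure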
* = called active by the depositor; & = joins results of further samples; [ ] = dose if it differs, or a comment.

How did Cc1ccc(S(=O)(=O)N2C[C@@H]3[C@H]4CC[C@H](C4)[C@@H]3[C@@H](C)[C@H]2C#N)cc1 do in these assays?
GSIS activator: -41; PGC1a acetyl inh: -5; Cneo AK release: -2; miR-122 sensor: 5; Statin myotox sup: 0; FN deposit inh: -3; PglD DTNB: -2; F508del corr: -3.4

Results for Cc1cc(C(=O)NCc2csc(-c3ccccc3)n2)no1 ?
GSIS activator: -2; PGC1a acetyl inh: 1; Cneo AK release: -4; miR-122 sensor: -3; FN deposit inh: -2; PglD DTNB: -1; F508del corr: 2.0

What do the screens show for `CN(c1ccccc1)S(=O)(=O)c1ccc(Cl)c(C(=O)NCc2ccccc2CN2CCCC2)c1`?
GSIS activator: -18; Cneo AK release: 1; Statin myotox sup: -14; FN deposit inh: 3; PglD DTNB: 1; F508del corr: -0.9

What do the screens show for `CCCc1cc(=O)n2[nH]c(-c3cc(OC)c(OC)c(OC)c3)nc2n1`?
PGC1a acetyl inh: 4; Cneo AK release: 6; miR-122 sensor: -2; Statin myotox sup: 8; PglD DTNB: 0

How did O=C(CN1CCCC1)Nc1nc(-c2ccc3c(c2)CCN3C(=O)c2ccccc2F)cs1 do in these assays?
PGC1a acetyl inh: -14; Cneo AK release: -9; miR-122 sensor: -7; Statin myotox sup: -6; PglD DTNB: 10

How did O=C(NCc1ccccc1)C1=C[C@H](c2csc3ccccc23)C[C@H](OCc2ccc(CO)cc2)O1 do in these assays?
GSIS activator: -9; PGC1a acetyl inh: 2; Cneo AK release: -2&0; miR-122 sensor: 14; Statin myotox sup: 9; FN deposit inh: 9; PglD DTNB: -4&6; F508del corr: 3.7&1.8

What do the screens show for `C[C@@H]1CN([C@@H](C)CO)C(=O)Cc2cc(NS(C)(=O)=O)ccc2O[C@H]1CN(C)C(=O)Nc1ccc(C(F)(F)F)cc1`?
GSIS activator: 6; PGC1a acetyl inh: 11; miR-122 sensor: 10[16.7 µM]; Statin myotox sup: -18; F508del corr: -1.7

What do the screens show for `Cc1cc(C)c(S(=O)(=O)N(C)CC(=O)N2CCCC2)c(C)c1`?
GSIS activator: 13; PGC1a acetyl inh: 5; Cneo AK release: 1; miR-122 sensor: -5; Statin myotox sup: 2; FN deposit inh: 8; PglD DTNB: 1; F508del corr: -0.1

What do the screens show for `Cc1ccc(S(=O)(=O)N[C@H]2C=C[C@H](CC(=O)NCCc3ccncc3)O[C@@H]2CO)cc1`?
GSIS activator: 2; PGC1a acetyl inh: -4; Cneo AK release: 2; Statin myotox sup: -3; PglD DTNB: 2; F508del corr: -0.6

Results for COc1ccc(C2NC3=C(CCC3)C3(C#N)C4(N=C(N)C23C#N)OCCO4)cc1 (stereo unspecified) ?
GSIS activator: 1; PGC1a acetyl inh: -5; Cneo AK release: -2; miR-122 sensor: -4; Statin myotox sup: -4; PglD DTNB: -4

What do the screens show for `N#Cc1ccc(COC(=O)c2ccc3c(c2)OCO3)cc1`?
GSIS activator: -1; Cneo AK release: -2; FN deposit inh: 5; PglD DTNB: -1; F508del corr: 0.3

Results for N=c1ccn(Cc2ccc(Cl)c(Cl)c2)cc1 ?
GSIS activator: 21; PGC1a acetyl inh: 9; Cneo AK release: -1; miR-122 sensor: -7; PglD DTNB: 2

What do the screens show for `Cc1ccc(S(=O)(=O)N2CCN(C(=O)CC(C)n3cncn3)CC2)cc1` (stereo unspecified)?
GSIS activator: 9; Cneo AK release: -1; Statin myotox sup: 5; FN deposit inh: 16; PglD DTNB: -3; F508del corr: 0.6

What do the screens show for `COc1cc(C(=O)NCCC(=O)NC2CCC(C)CC2)cc(OC)c1OC` (stereo unspecified)?
GSIS activator: -2; PGC1a acetyl inh: -8; Cneo AK release: -1; miR-122 sensor: -1; Statin myotox sup: 8; FN deposit inh: -6; PglD DTNB: 0; F508del corr: 2.1

How did COC(=O)[C@H]1[C@H](CO)[C@H]2Cn3c(ccc(-c4ccccc4F)c3=O)[C@H]2N1C(=O)c1ccccn1 do in these assays?
GSIS activator: 5; Cneo AK release: 4; Statin myotox sup: 15; PglD DTNB: 2

What do the screens show for `CCN1C(=O)c2cccc3c(NS(=O)(=O)c4ccc(NC(C)=O)cc4)ccc1c23`?
PGC1a acetyl inh: -21; miR-122 sensor: 43; Statin myotox sup: -1; FN deposit inh: 2; PglD DTNB: 0

What do the screens show for `CN(Cc1ccccc1)C(=O)C1CCN(Cc2ccc(F)cc2)CC1`?
PGC1a acetyl inh: 7; Cneo AK release: 0; miR-122 sensor: 1; Statin myotox sup: -5; FN deposit inh: 0; PglD DTNB: 1

What do the screens show for `COc1ccc(Nc2ccc([N+](=O)[O-])cn2)cc1`?
Cneo AK release: -1; Statin myotox sup: 18; FN deposit inh: 1; PglD DTNB: 3; F508del corr: -1.8

How did COCCOc1ccc(C(F)(F)F)cc1NC(=O)COC(=O)c1c(C)noc1C do in these assays?
GSIS activator: -4; PGC1a acetyl inh: 3; Cneo AK release: 1; miR-122 sensor: 1; PglD DTNB: -2

What do the screens show for `Cc1cc2c(cc1C)N(C(=O)CSc1nncn1C)C(C)(C)c1ssc(=S)c1-2`?
GSIS activator: -20; PGC1a acetyl inh: 3; Cneo AK release: -2; miR-122 sensor: -5; Statin myotox sup: -6; PglD DTNB: 2; F508del corr: 2.7

How did C[C@H]1CN([C@@H](C)CO)C(=O)c2cccc(NS(=O)(=O)c3cn(C)cn3)c2O[C@H]1CN(C)C(=O)Nc1cccc2ccccc12 do in these assays?
GSIS activator: -2; PGC1a acetyl inh: -4; Cneo AK release: -2; miR-122 sensor: -4[16.7 µM]; Statin myotox sup: 6; FN deposit inh: 0; PglD DTNB: 0; F508del corr: -1.2

Results for COc1cc(OC)cc(C(=O)NNC(=O)c2ccc(S(=O)(=O)N3CC(C)OC(C)C3)cc2)c1 (stereo unspecified) ?
GSIS activator: 8; Cneo AK release: -2; miR-122 sensor: -7; Statin myotox sup: 7; FN deposit inh: 1; PglD DTNB: 2; F508del corr: -1.0

Results for C[C@@H]1CN([C@@H](C)CO)C(=O)c2cc(NC(=O)Nc3cccc4ccccc34)ccc2O[C@H]1CN(C)C(=O)NC1CCCCC1 ?
GSIS activator: 3; PGC1a acetyl inh: -11; Cneo AK release: 2; miR-122 sensor: 9[16.7 µM]; Statin myotox sup: -15; FN deposit inh: -23; PglD DTNB: -3; F508del corr: -4.2

How did Cc1noc(C)c1NC(=O)N(C)C[C@@H]1Oc2ccc(NC(=O)CCN3CCOCC3)cc2C(=O)N([C@H](C)CO)C[C@@H]1C do in these assays?
GSIS activator: 0; PGC1a acetyl inh: 0; Cneo AK release: -2; miR-122 sensor: -2[16.7 µM]; PglD DTNB: 0; F508del corr: -3.1

How did O=C(CSc1n[nH]c(=O)n1CCc1ccccc1)NC1CCCC1 do in these assays?
GSIS activator: 18; PGC1a acetyl inh: -5; Cneo AK release: 2; miR-122 sensor: -5; Statin myotox sup: 4; PglD DTNB: 5; F508del corr: 1.5

How did c1csc(CNc2ccn3nc(-c4ccc(OCCN5CCOCC5)cc4)cc3n2)c1 do in these assays?
GSIS activator: -14; PGC1a acetyl inh: -5; Cneo AK release: -3; miR-122 sensor: -6; Statin myotox sup: 3; PglD DTNB: 3; F508del corr: 0.2

Results for Cc1ccc(S(=O)(=O)Nc2cccc3c2O[C@@H](CN(C)Cc2ccc(Oc4ccccc4)cc2)[C@H](C)CN([C@H](C)CO)C3=O)cc1 ?
GSIS activator: -6; PGC1a acetyl inh: 12; Cneo AK release: -3; miR-122 sensor: -1[16.7 µM]; Statin myotox sup: -7; PglD DTNB: 3; F508del corr: -1.3

What do the screens show for `COc1cccc(/C=C2\CCc3ccccc3C2=O)c1`?
GSIS activator: 14; Cneo AK release: -4; Statin myotox sup: -1; FN deposit inh: 2; PglD DTNB: -3; F508del corr: -1.6

Results for CCS(=O)(=O)c1ccc(-c2csc(-c3ccc(Cl)cc3)n2)c(Cl)c1Cl ?
PGC1a acetyl inh: 0; Cneo AK release: -1; miR-122 sensor: 5; Statin myotox sup: 103*; PglD DTNB: 4

What do the screens show for `CCN(C(=O)COC(=O)CSc1cc(C)c2ccccc2n1)c1ccccc1`?
GSIS activator: 6; PGC1a acetyl inh: 8; Cneo AK release: -1; miR-122 sensor: -6; Statin myotox sup: 5; PglD DTNB: -3; F508del corr: 1.0

What do the screens show for `S=C1NC2=C(CCC/C2=C\c2ccccc2)C(c2ccccc2)N1` (stereo unspecified)?
GSIS activator: 8; PGC1a acetyl inh: 7; Cneo AK release: -6; miR-122 sensor: -4; FN deposit inh: -3; PglD DTNB: 5

How did N#C[C@@H]1[C@@H](c2ccc(C3=CCCCC3)cc2)[C@@H](CO)N1C(=O)c1cccc(F)c1 do in these assays?
GSIS activator: 8; PGC1a acetyl inh: -2; Cneo AK release: -3; Statin myotox sup: -11; FN deposit inh: 7; PglD DTNB: 3; F508del corr: 3.5

What do the screens show for `CCN1[C@@H]2c3cccc(=O)n3C[C@H]1[C@H](CO)[C@H]2C(=O)NC1Cc2ccccc2C1`?
GSIS activator: 4; Cneo AK release: -11; miR-122 sensor: -4[16.7 µM]; Statin myotox sup: -1; PglD DTNB: 0; F508del corr: 1.6

What do the screens show for `C[C@@H]1CN([C@H](C)CO)C(=O)c2cc(NC(=O)CCCN(C)C)ccc2O[C@@H]1CN(C)C`?
GSIS activator: 0; PGC1a acetyl inh: 8; Cneo AK release: -5; miR-122 sensor: -3[16.7 µM]; Statin myotox sup: -7; FN deposit inh: -5; PglD DTNB: -1; F508del corr: -3.1

What do the screens show for `CCc1ccccc1NC(=O)CCc1c(C)nn(-c2ccc(N3CCOCC3)nn2)c1C`?
GSIS activator: 13; PGC1a acetyl inh: -5; Cneo AK release: -4; miR-122 sensor: 0; Statin myotox sup: -12; FN deposit inh: -5; PglD DTNB: 7; F508del corr: 1.1

What do the screens show for `CON(C)S(=O)(=O)c1cccc(C(=O)Nc2cccc(S(=O)(=O)NC3=NCCCCC3)c2)c1`?
GSIS activator: -14; PGC1a acetyl inh: -16; Cneo AK release: 0; miR-122 sensor: 6; Statin myotox sup: 2; FN deposit inh: 2; PglD DTNB: 0; F508del corr: -1.2

What do the screens show for `CCC(=O)Nc1ccc2c(c1)OC[C@@H](C)N(CC1CC1)C[C@H](C)[C@H](OC)CN(C)C2=O`?
GSIS activator: 8; PGC1a acetyl inh: 8; Cneo AK release: -5; Statin myotox sup: -6; FN deposit inh: -7; PglD DTNB: -1; F508del corr: 0.0

What do the screens show for `CCC(=O)Nc1ccc2c(c1)OC[C@H](C)N(C(=O)NC(C)C)C[C@@H](C)[C@H](OC)CN(C)C2=O`?
GSIS activator: 15; PGC1a acetyl inh: 8; Cneo AK release: -3; miR-122 sensor: 18[16.7 µM]; Statin myotox sup: 5; FN deposit inh: -15; PglD DTNB: 0; F508del corr: 1.2

Among those listed so far, these have a CF3 group.
What do the screens show for `C[C@@H]1CN([C@@H](C)CO)C(=O)Cc2cc(NS(C)(=O)=O)ccc2O[C@H]1CN(C)C(=O)Nc1ccc(C(F)(F)F)cc1`?
GSIS activator: 6; PGC1a acetyl inh: 11; miR-122 sensor: 10[16.7 µM]; Statin myotox sup: -18; F508del corr: -1.7

How did COCCOc1ccc(C(F)(F)F)cc1NC(=O)COC(=O)c1c(C)noc1C do in these assays?
GSIS activator: -4; PGC1a acetyl inh: 3; Cneo AK release: 1; miR-122 sensor: 1; PglD DTNB: -2

An unsorted share of the library; any-hit rate near 2.1%.
